TDP1 cell CPT: qHTS for Inhibitors of human tyrosyl-DNA phosphodiesterase 1 (TDP1): qHTS in cells in presence of CPT | chicken DT40 Tdp1-/-;hTDP1 cells + 20 nM CPT, ATP luminescence, 48 h | Potency, µM (titrated, usually from 46.2 µM), for the others: at the top dose activity change, negative = growth inhibition, actives largely listed as inhibitors | actives 12% (n = 420,000); also: nearly all actives have a fitted effect of over 55% in size
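Chicken DT40 Tdp1-/- cells complemented with human TDP1, 400 cells/well, exposed to compounds plus 20 nM camptothecin for at least 48 h at 37 C; viability read as ATP content by CellTiter-Glo luminescence.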
KAT2A inh: qHTS Assay for Inhibitors of GCN5L2 | Histone acetyltransferase KAT2A (Homo sapiens), Q92830 | Potency, µM (top dose mostly 58.9 µM), without a hit: at the top dose activity change, negative = inhibition, actives largely listed as inhibitors | actives 0.21% (n = 390,000) | AID 504327, 2011 | GCN5L2 HAT assay, ThioGlo1 CoA-SH fluorescence
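Titration-based screen in which CoA formation is detected via maleimide probe ThioGlo1 (50uM) turning fluorescent on thiol reaction; substrates H3(1-25) 75uM and acetyl-CoA 70uM, GCN5L2 20nM, 20 min incubation at room temperature.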
The depositor's hits bear a star; ? = inconclusive; · = not tested or not shown. Calls follow the shape of the dose curve; as a rule, active = well fitted curve in the direction sought with a large enough effect; inconclusive = small, poorly fitted or top-dose-only effect, or another doubt; inactive = no such curve, though single readings can be large; an effect the other way counts as inactive or inconclusive. % is scaled to controls: 0 for no effect and ±100 for the full control effect; potency is read from the fitted curve at half-maximal effect. Not all compounds are listed; count on the stated rates, not on these rows.

> Cc1ccc(-n2nc(C)c(C3C(C#N)=C(N)Oc4c3c(=O)oc3ccccc43)c2Cl)cc1 (configuration not stated)
  TDP1 cell CPT: ·
  KAT2A inh: 0%

> NC(=O)O
  TDP1 cell CPT: ·
  KAT2A inh: -17%

> COC(=O)C1=C(c2cc3ccccc3s2)C[C@@H]2CC[C@H]1N2C(=O)N1CCCC1
  TDP1 cell CPT: 4.6µM*
  KAT2A inh: ·

> COC(=O)C1=C(c2ccc(S(C)(=O)=O)cc2)C[C@@H]2CC[C@H]1N2C(=O)NCc1cccc2ccccc12
  TDP1 cell CPT: 29µM*
  KAT2A inh: ·

> COC(=O)C1=C(c2cccc(OC)c2OC)C[C@@H]2CC[C@H]1N2C(=O)N1CCCC1
  TDP1 cell CPT: 21µM*
  KAT2A inh: ·

> CCCNC(=O)N1[C@H]2CC[C@@H]1C(C(=O)OC)=C(c1ccccc1)C2
  TDP1 cell CPT: -26%
  KAT2A inh: ·

> COC(=O)C1=C(c2ccc(S(C)(=O)=O)cc2)C[C@@H]2CC[C@H]1N2C(=O)NCCNC(C)=O
  TDP1 cell CPT: 2%
  KAT2A inh: ·

> COC(=O)C1=C(c2cc3ccccc3o2)C[C@@H]2CC[C@H]1N2C(=O)NCc1ccc(C(F)(F)F)cc1
  TDP1 cell CPT: ?
  KAT2A inh: ·

Rewritten with two lines to a compound: entries from further up.
Below each compound: TDP1 cell CPT	KAT2A inh
COC(=O)C1=C(c2cc3ccccc3s2)C[C@@H]2CC[C@H]1N2C(=O)N1CCCC1
    4.6µM*	·
COC(=O)C1=C(c2ccc(S(C)(=O)=O)cc2)C[C@@H]2CC[C@H]1N2C(=O)NCCNC(C)=O
    2%	·
CCCNC(=O)N1[C@H]2CC[C@@H]1C(C(=O)OC)=C(c1ccccc1)C2
    -26%	·
COC(=O)C1=C(c2cccc(OC)c2OC)C[C@@H]2CC[C@H]1N2C(=O)N1CCCC1
    21µM*	·

Entries of single compounds, looked up by structure. Screens in order: TDP1 cell CPT	KAT2A inh
`CCCNC(=O)N1[C@H]2CC[C@@H]1C(C(=O)OC)=C(c1ccccc1)C2` as listed: -26%	·
`Cc1ccc(-n2nc(C)c(C3C(C#N)=C(N)Oc4c3c(=O)oc3ccccc43)c2Cl)cc1` (configuration not stated) as listed: ·	0%
